# Compound activity: PubChem, several laboratories
# SUMO Mot1 rescue – SUMOylation pathway inhibition by Mot1-301 growth rescue; 1% of 320,000 active; AID 2716; growth rescue, % at 18.8 µM; S. cerevisiae Mot1-301 growth rescue, ATP luminescence, 38.5C; percent above DMSO median, 100 means doubled;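 active means every valid replicate shows activation above 250% relative to neutral control wells; inactive means the rest, any valid replicate at or below 250%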;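 further: OY570 slx delta 5 strain wells were the positive control but not used for scaling; some compounds called inactive have numbers as strong as hits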
# OPRM1-OPRD1 ag – OPRM1-OPRD1 heterodimerization agonism; P35372+P41143; cells, luminescence; activation, % at 9.3 µM; 0.3% of 340,000 active; AID 504326; in the data active means activation above about 18%;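 further: 0% = vehicle-treated cells and 100% = reference agonist; values of inactives mirror those of a sister screen read the other way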
# Target sequence (P35372 whole entry, looked up): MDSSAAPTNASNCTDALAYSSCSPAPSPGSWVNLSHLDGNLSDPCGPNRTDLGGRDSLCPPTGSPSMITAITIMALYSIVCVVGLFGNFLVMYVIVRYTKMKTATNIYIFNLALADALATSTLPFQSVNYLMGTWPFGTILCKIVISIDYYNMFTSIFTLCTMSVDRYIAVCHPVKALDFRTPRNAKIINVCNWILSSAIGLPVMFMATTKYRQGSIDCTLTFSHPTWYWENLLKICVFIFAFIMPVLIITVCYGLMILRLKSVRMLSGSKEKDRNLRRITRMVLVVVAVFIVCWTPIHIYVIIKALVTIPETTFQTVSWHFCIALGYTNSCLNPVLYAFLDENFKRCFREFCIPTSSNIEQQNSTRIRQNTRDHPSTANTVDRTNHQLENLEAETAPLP
# Target sequence (P41143 whole entry, looked up): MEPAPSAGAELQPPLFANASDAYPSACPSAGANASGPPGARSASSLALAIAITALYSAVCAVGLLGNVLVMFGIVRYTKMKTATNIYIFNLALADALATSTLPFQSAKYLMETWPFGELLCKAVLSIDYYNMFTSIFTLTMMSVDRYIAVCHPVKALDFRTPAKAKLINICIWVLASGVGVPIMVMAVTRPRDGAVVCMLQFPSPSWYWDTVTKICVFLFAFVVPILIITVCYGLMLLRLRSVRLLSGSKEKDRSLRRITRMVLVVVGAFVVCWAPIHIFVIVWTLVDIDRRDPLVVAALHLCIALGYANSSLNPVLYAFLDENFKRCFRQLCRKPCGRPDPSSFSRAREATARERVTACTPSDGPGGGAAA
# PKA-R1A activ – activates the PKA-R1A holoenzyme complex; AID 504707; activation, % at 11.4 µM; 0.083% of 340,000 active; P00514+P68181; PKA-R1A dissociation, Cy5-IP20 fluorescence polarization; scaled: DMSO 0%, 113 µM cGMP 100%;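 active means percent activation above the mean of all tested compounds plus 3 SD, cut at about 19% in these data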;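 further: higher means more PKAc released from R1A so a rise in polarization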
# AddAB inh – less growth of phage-infected E. coli with AddAB; inhibition, % at 11.9 µM; E. coli expressing H. pylori AddAB, absorbance growth; 0.29% of 330,000 active; AID 435030; in the data active means inhibition above about 12%;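 further: 0% = vehicle wells of infected cells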
# Pemphigus Ab inh – inhibitors of pemphigus antibody binding to human desmoglein-3. binding (percent of control), % at 10 µM. P32926. AID 588358. 0.48% of 310,000 active. DSG3-coupled beads, scFv-anti-DSG3-GFP binding, flow cytometry; stronger effect = lower value;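 active means binding more than 3 SD below its plate's average and above zero; inconclusive means below that plate limit but binding exactly zero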;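 further: hits lower antibody fragment binding to DSG3; some compounds called inactive have numbers as strong as hits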
# Tat transport – blocks Tat-dependent protein export in E. coli; inhibition, % at 10 µM; 0.036% of 340,000 active; E. coli MC4100 TorA-mCherry Tat export, fluorescence;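 active means mean replicate inhibition at least 50% and at least half of replicates individually reaching 50%; inconclusive means only one of the two criteria met; inactive means neither criterion met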;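 further: exported cargo escapes ClpAP degradation while cytoplasmic cargo is degraded and loses fluorescence; 0% = median of neutral control wells and 100% = median of NaSCN control wells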
# PfHsp90 set2 – inhibits growth of yeast expressing Plasmodium falciparum Hsp90; AID 504621; S. cerevisiae expressing PfHsp90, BacTiter-Glo ATP, 48 h; yeast lacking PDR1 and PDR3 efflux regulators; 0.32% of 310,000 active; inhibition, % at 9.4 µM;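 active means every replicate shows inhibition above about 80%, whatever the replicate mean, limit read from the data; inconclusive means mean inhibition reaches the set limit but some replicate falls short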;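 further: 0% = DMSO neutral controls and 100% = 20 µM radicicol positive controls; yeast relying on Plasmodium falciparum Hsp90 in place of its own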
# OPRM1-OPRD1 inv – mu-delta opioid heterodimer inverse agonism | P35372+P41143 | cell-based MOR-DOR heterodimer luminescence | inhibition, % at 9.3 µM | 0.21% of 340,000 active | AID 504357; in the data active means inhibition above about 22%, passing the limit was not always enough;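 further: 0% = cells with DMSO and 100% = wells without cells with DMSO; values of inactives mirror those of a sister screen read the other way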
# phage Ecoli inh – E. coli growth loss with phage present | growth absorbance | inhibition, % at 11.9 µM | 0.26% of 360,000 active | AID 651602; in the data active means inhibition above about 11%
# Ecoli viability – bacterial growth inhibition, counter-screen for AddAB inhibitors | E. coli V3065 growth, OD600 absorbance, 18 h | inhibition, % at 11.9 µM | 0.27% of 330,000 active | AID 449728;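 active means inhibition above the campaign's mean inhibition across all tested compounds plus 3 SD, cut at about 9.9% in these data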;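 further: uninfected addAB+ strain grown without phage in ampicillin broth; 0% = DMSO wells and 100% = ciprofloxacin 0.95 µg/ml wells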
# Arrestin-AP2 inh – human beta-arrestin and AP2 interaction inhibition | FITC-arrestin peptide / GST-AP2 beads, flow cytometry; AP2 beta2 appendage carries R879A mutation | inhibition, % at 10 µM | 0.31% of 340,000 active | AID 504490;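 active means inhibition above a set limit, near 3 SD of compounds lacking own fluorescence, cut at about 54% in these data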;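 further: plate controls were DMSO wells for no effect and 5 µM unlabelled arrestin peptide for full effect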
#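 test system = AP2 appendage R879A on GSH beads | buffer or medium = PBS plus Tween 20 (0.05%) and BSA (0.1%) | incubation = 12 min plus 1 h, RT | detection = bead flow cytometry, FITC channel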
# The depositor's hits bear a star; i = inactive; ? = inconclusive; nt = no result given.
SMILES,SUMO Mot1 rescue,OPRM1-OPRD1 ag,PKA-R1A activ,AddAB inh,Pemphigus Ab inh,Tat transport,PfHsp90 set2,OPRM1-OPRD1 inv,phage Ecoli inh,Ecoli viability,Arrestin-AP2 inh
O=C(COC(=O)c1cc(Cl)ccc1O)NNC(=O)c1ccc([N+](=O)[O-])cc1,-10,0.7,2,1.6,101,0,-10,-4,1.6,0.9,-5
CC(C)CCNC(=O)NC(=O)COC(=O)C1CCN(S(=O)(=O)c2ccccc2F)CC1,-1,0.4,-20,-0.7,101,-8,10,-2,2.7,-1.2,11
CNC(=O)COC(=O)c1ccc(Cl)c(S(=O)(=O)N2CCCC2)c1,244,-4.0,6,1.3,104,2,13,21,4.9,-3.7,5
CN(C)CCOc1ccc(-c2c(-c3ccccc3)sc3ccccc23)cc1,34,11,2,0.2,112,13,15,-60,2.9,-0.8,33
Cc1c(C(=O)Nc2nc3ccccc3[nH]2)oc2c(Cl)cccc12,42,3.2,-7,0.5,94,-2,-12,-23,0.6,-5.8,5
O=C1OC(c2ccc(Br)cc2)=N/C1=C\c1ccco1,-9,nt,nt,1.4,nt,4,8,nt,3.0,-0.9,11
N#Cc1c(/N=C/c2ccc(-c3ccc(C(=O)O)c(Cl)c3)o2)sc2c1CCCC2,-12,1.3,-12,0.1,nt,2,9,-5,0.3,-1.6,-2
Cc1ccc(NC(=O)CC2NCCNC2=O)cc1 (centres undefined),2,-2.9,11,-0.9,89,-3,12,17,2.7,-1.2,4
CCc1ccc2c(c1)c1nc(C)sc1n2CC,-19,3.7,-5,0.0,98,-8,5,-18,1.4,-1.0,16
O=C1CC(c2ccccc2)c2ccccc21 (centres undefined),412,-1.8,2,0.0,95,-1,-18,11,3.2,-2.3,0
CC(C)(C)c1cc2nc3c(c(=O)n2[nH]1)CN(Cc1ccccc1)C3=O,-8,nt,nt,1.4,109,nt,nt,nt,12*,2.0,0
CO/N=C(/CNC(=O)c1ccc(Cl)cc1Cl)c1ccc(Cl)cc1,144,7.5,4,-1.3,104,-1,13,-43,0.3,2.5,7
Cc1onc(-c2ccccc2Cl)c1C(=O)Nc1sc2c(c1C#N)CCC2,22,-2.8,-12,-0.8,97,8,17,12,0.9,-1.2,28
COc1cc(C2NC(=O)NC(c3ccccc3)=C2C(C)=O)c(Br)cc1OCC(N)=O (centres undefined),-42,-3.1,-2,1.5,104,0,-5,15,2.3,-0.9,9
Cc1cc(Cc2ccc([N+](=O)[O-])cc2)c(C)cn1,-9,-1.5,-4,-1.7,111,12,-9,8,-1.2,-0.3,12
Cc1ccc(-c2nc3ncccc3o2)cc1N,-5,1.1,3,-1.8,108,-8,10,-6,4.5,-0.8,-7
CCOC(=O)N/N=C/c1c(C)nn(-c2cccc(C(F)(F)F)c2)c1Cl,7,13,-4,4.5,nt,-1,-68,-63,1.1,1.9,1
O=C(Oc1ccc(OC(=O)c2ccncc2)cc1)c1ccncc1,-11,-2.2,5,1.1,103,0,-2,11,0.9,-1.4,-2
CC1(c2ccc3noc(-c4ccccc4)c3c2)OCCO1,20,6.7,3,-0.9,97,0,-14,-33,0.6,-0.8,7
Cc1cc(C)n(Cc2ccc(Cl)c(Cl)c2)c(=O)c1S(=O)(=O)c1ccccc1,nt,-1.5,-5,nt,104,-6,21,8,1.3,nt,-8
COc1ccc(NC(=O)c2cc(-c3ccc(C)cc3)on2)cc1OC,-16,0.1,-7,3.7,100,5,-7,0,0.6,-1.9,2
CCC(C)(C(=O)Nc1ccccc1C)N(C(=O)CNC(C)=O)c1ccccc1C (centres undefined),-6,0.1,-2,2.9,nt,-1,9,-1,3.1,-1.0,17
CCOC(=O)C(Cc1ccccc1)c1ccnc2nc(N)nn12 (centres undefined),-16,-1.5,-3,3.2,98,-3,-2,8,3.1,3.1,11
O=C(C1CCN(S(=O)(=O)c2ccc3c(c2)OCCO3)CC1)N1CCc2ccccc21,309,-0.1,-1,0.5,99,2,-16,1,2.8,-1.2,4
Cc1nn(C(C)(C)C)c(OC(=O)CC(C)C)c1S(=O)(=O)c1ccccc1,44,0.7,-13,-1.5,120,6,-7,-3,1.6,-0.1,6

# The list continues.
SMILES,SUMO Mot1 rescue,OPRM1-OPRD1 ag,PKA-R1A activ,AddAB inh,Pemphigus Ab inh,Tat transport,PfHsp90 set2,OPRM1-OPRD1 inv,phage Ecoli inh,Ecoli viability,Arrestin-AP2 inh
COc1cc(C(=O)N(C)C2CCCN(Cc3ccccc3F)C2)cc(OC)c1OC (centres undefined),-7,-1.6,-6,1.0,108,18,10,8,1.9,-1.2,0
Cc1cc(=O)[nH]c(SCC(=O)N2CCC(C(N)=O)CC2)n1,3,-0.6,-12,1.4,102,6,16,3,0.6,-0.3,20
OCCOc1ccc(C2=NCCO2)cc1,-9,-3.0,-1,-0.3,100,18,-1,16,-1.6,0.0,-4
COc1ccc(NC(=O)NS(=O)(=O)c2ccc(C)cc2)cc1OC,-9,2.0,5,0.8,nt,-9,-6,-8,0.2,-2.2,17
COC(=O)C1SCC2C(=O)N(Cc3ccc(Cl)c(Cl)c3)CC(=O)N21 (centres undefined),-2,-1.7,2,2.8,89,0,7,11,5.2,2.5,5
O=C(CSc1nnc(CNC(=O)c2ccccc2F)o1)NCC1CCCO1 (centres undefined),-15,-1.5,-1,1.6,87,-10,1,8,2.4,1.7,17
N#Cc1ccccc1S(=O)(=O)N1CCN(S(=O)(=O)c2ccc(Br)c(C(=O)O)c2)CC1,8,-2.2,-4,2.6,101,-6,-1,10,1.1,0.5,3
CN(C(=O)c1cccc(NC(=O)Cc2ccc(NC(=O)C3CCCN(C(=O)c4ccccc4)C3)cc2)c1)C1CCC1 (centres undefined),nt,-1.6,2,nt,101,4,16,8,-0.6,nt,-14
Cc1ccccc1CSCC(=O)N/N=C/c1cccs1,26,0.3,6,-3.1,111,-3,34,-2,2.7,-2.6,20
CC(C)c1ccccc1NC(=O)COC(=O)c1cc([N+](=O)[O-])ccc1N1CCOCC1,27,-3.5,0,1.6,103,0,nt,18,5.3,0.8,4
Cc1nc(N2CCN(C)CC2)c2c(C)c(C(=O)Nc3ccc(F)cc3)sc2n1,-8,-2.5,-22,-3.4,103,2,4,14,3.9,-3.7,4
CN(C)S(=O)(=O)n1cc(/C=C(\NC(=O)c2ccccc2F)C(=O)N2CCOCC2)c2ccccc21,-2,-1.7,-16,4.0,18*,?,9,9,2.7,-1.4,7
O=C(c1ccccc1-c1ccccc1)N1CCOCC1,-5,-2.6,-10,-1.8,111,1,-8,13,3.2,-0.2,-4
c1ccc(CSc2nnc(-c3ccco3)n2Cc2ccccc2)cc1,-9,-2.2,-2,3.4,112,-5,11,13,0.7,-1.6,-3
COc1cc(/C=N/NC(=S)NCCN2CCOCC2)ccc1O,2,-2.6,4,2.0,86,-8,2,13,3.2,0.1,2
CCCCC(=Nc1ccccc1OC)C1=C(O)CC(c2ccccc2)CC1=O (centres undefined),-11,-2.4,-8,2.9,101,3,21,12,0.1,-2.3,-1
S=c1[nH]ncn1/N=C/c1ccc(Br)cc1,62,1.3,-10,-1.4,101,6,16,-8,1.9,2.7,8
O=C(c1ccc2nc(N3CCOCC3)sc2c1)N1CCC(Cc2ccccc2)CC1,119,0.6,-6,-2.4,96,7,-11,-3,1.0,1.2,-19
COc1ccccc1NC(=O)C/C(C)=N/NC(=O)c1ccccn1,9,0.8,-2,1.4,93,-2,-3,-7,0.9,2.1,-1
O=C(N/N=C\C=C\c1ccc2c(c1)OCO2)c1cccnc1,i,0.7,-4,-0.1,84,0,nt,-4,1.7,-3.7,25
COc1ccccc1Cn1c(=S)[nH]c2cc(C(=O)NCc3cccnc3)ccc2c1=O,6,-0.8,0,0.9,102,-2,-7,4,-1.1,1.9,46
CCN(CC)CCN(Cc1cc2cc3c(cc2[nH]c1=O)OCO3)C(=S)NC,-17,-2.1,-6,2.9,102,-3,8,10,0.3,-2.5,-7
CN(C)/C=C/C(=O)c1cccc(Cl)c1,-6,-1.5,1,4.5,97,-6,-4,7,2.7,6.8,17
CC1CC(C)CN(CCOc2ccc(Br)cc2)C1 (centres undefined),166,-1.9,-12,2.4,98,-4,8,10,3.2,0.5,-1
COc1cc(NC(=S)NC(=O)c2ccc(C(C)(C)C)cc2)ccc1NC(=O)c1cccs1,nt,-1.8,-11,-0.2,99,1,-4,13,1.6,-1.6,6

# Other compounds
SMILES,SUMO Mot1 rescue,OPRM1-OPRD1 ag,PKA-R1A activ,AddAB inh,Pemphigus Ab inh,Tat transport,PfHsp90 set2,OPRM1-OPRD1 inv,phage Ecoli inh,Ecoli viability,Arrestin-AP2 inh
COC(=O)C1=C(NC(=O)CCCCl)CCS1,0,-1.3,-3,1.4,99,2,5,6,2.3,-0.2,6
O=C(NC(Cc1ccccc1)C(=O)N1CCc2ccccc2C1)c1ccccc1 (centres undefined),6,-0.6,-6,0.2,nt,6,6,5,0.6,-0.4,-2
COc1cc(OC)cc(-c2nnc(SCc3ccc(C(=O)O)cc3)o2)c1,-24,-2.0,7,2.8,120,-1,-2,10,1.2,1.9,12
CC(NC(=O)C1CC1)C(c1cccs1)N1CCN(c2ccccc2)CC1 (centres undefined),-8,13,1,0.3,102,6,3,-79,0.2,-1.1,-4
COc1ccc(/C=C2\SC(=O)N(CCC(=O)N3CCN(C)CC3)C2=O)cc1,0,1.0,-4,0.0,94,-5,-1,-5,1.0,-2.2,-11
COc1ccc(OCCCC(=O)N(CCC2=CCCCC2)c2c(N)n(Cc3ccccc3)c(=O)[nH]c2=O)cc1,-32,3.5,-19,0.8,103,-4,-47,-23,4.1,-1.2,-11
COc1cc(OC)c2nc(C)c3c(c2c1)N(c1ccc(O)cc1)CC3,-15,0.6,2,0.5,105,-6,14,-3,3.5,1.4,-4
CC1=C(C(=O)OC(C)C)C(c2cccnc2)n2ncnc2N1 (centres undefined),-6,-0.1,4,1.0,102,1,-22,1,1.8,0.3,0
CC(=O)c1ccc(N=Nc2ccc(N(C)C)cc2)cc1,-18,0.9,-6,0.7,86,-3,-20,-6,4.3,-1.1,1
CC(NC(=O)CNC(=O)C1CCCCC1)c1cccc(Cl)c1 (centres undefined),-5,-1.9,6,1.1,86,8,-6,12,0.2,-2.0,-1
Cc1ccc(NC(=O)CSCC(=O)Nc2cc(S(=O)(=O)N3CCOCC3)ccc2OC(C)C)cc1,nt,-1.6,-8,nt,102,-4,2,8,6.4,nt,8
Cc1ccc(S(=O)(=O)Nc2ccc(Cl)cc2)cc1NC(=O)c1cc2c(s1)CCCC2,-5,4.8,-4,3.9,112,7,-9,-26,3.7,4.5,1
Nc1cc([N+](=O)[O-])ccc1N1C(=O)CCCC1=O,-8,-4.5,1,1.4,95,2,7,23,-1.4,0.7,1
CCC(=O)Nc1cc(C(=O)OCC(=O)c2ccccc2Cl)ccc1C,-20,-1.9,-4,2.8,102,-3,-37,9,2.8,1.6,6
